# Source: PubChem (NCI)
# All columns: NCI-60 one-dose screen, growth in % after 48 h at 10 µM unless noted; 100 = growth as untreated, 0 = no growth, -100 = all killed.
# NCI-H226: NCI-H226 lung cancer; AID 1794732; 3.5% of 79,000 active
# HT29: HT29 colon cancer; 7.4% of 81,000 active
# HCT-116: HCT-116 colon cancer. 7.3% of 82,000 active
# NCI-H460: NCI-H460 lung cancer; 6.8% of 82,000 active; AID 1794736
# NCI/ADR-RES: NCI/ADR-RES ovarian cells | AID 1794790 | 4.4% of 81,000 active
# COLO 205: COLO 205 colon cancer; 7.3% of 79,000 active; AID 1794742
# HCT-15: HCT-15 colon cancer; AID 1794746; 5.2% of 82,000 active
# NCI-H522: NCI-H522 lung cancer | 8% of 78,000 active | AID 1794739
# NCI-H322M: NCI-H322M lung cancer; AID 1794733; 2.7% of 80,000 active
# Starred values were filed as active, the others as inactive; x = not tested or not shown. Rule for the calls: active = growth percent below 10; inactive = the rest.
compound,HCT-116,NCI-H322M,NCI-H460,NCI-H522,HT29,COLO 205,NCI-H226,HCT-15,NCI/ADR-RES
O=S(=O)(NCCNc1nccc(-c2c(-c3ccc(F)c(O)c3)nc3sccn23)n1)c1ccc(Cl)cc1,17,56,27,22,18,18,24,27,28
CCCOC(=O)CC1(O)CCCCC1,92,88,115,85,100,113,101,98,101
CNc1nc2c(s1)C(c1c(C)sc3ccccc13)CC(=O)N2 (stereo not drawn),100,95,101,82,105,104,89,101,102
COC(=O)[C@H]1CCCN1C(=O)[C@H]1CCCN1C(=O)[C@H](Cc1c[nH]c2ccccc12)NC(=S)Nc1cc(C(F)(F)F)cc(C(F)(F)F)c1,41,78,22,69,7.6*,-35*,x,70,93
C=C(C/C=C(\C)C(=O)N[C@H](C(=O)N1CCCC1c1nccs1)C(C)C)Cc1ccccc1 (stereo partly drawn),91,101,101,92,93,106,103,101,93
COC(=O)[C@@H](Cc1cnc[nH]1)NC(=O)/C=C/c1ccccc1,94,110,111,x,106,98,92,92,92
COc1ccc2[nH]cc(/C=C3\C(=O)Nc4ccccc43)c2c1,18,38,26,18,11,41,62,24,23
O=C(O)c1cn(C2CC2)c2cc(N3CCN(Cn4nc(-c5ccccn5)n(-c5ccccc5)c4=S)CC3)c(F)cc2c1=O,78,111,105,94,106,x,x,103,102
COc1ccc(N2CCN(C3=C(Cl)C(=O)C(C)=C(C)C3=O)CC2)cc1,99,106,104,92,120,125,99,110,101
c1cc2[nH]ncc2cc1-c1nc2ccc3[nH]ncc3c2c2c1CCCC2,0.1*,24,14,-28*,4.8*,3.6*,29,7.1*,27
NC(=O)c1cnc(N/N=C/c2ccc(Cl)cc2)nc1N,78,69,85,75,76,94,89,83,97
CCCn1cnc2c(Sc3c([N+](=O)[O-])ncn3C)nc(N)nc21,98,114,117,89,105,104,99,100,106
CC(=O)N1c2ccccc2-n2cccc2C1c1ccc(Cl)cc1 (stereo not drawn),82,80,94,75,97,105,87,97,87
O=C(N/N=C/c1cccc(O)c1)c1ccc(C(F)(F)F)nc1Nc1cccc(C(F)(F)F)c1,-21*,-6.8*,11,-7.6*,8.0*,-0.9*,13,12,14
CCOC(=O)/C(=N/Nc1cccc2c1C(=O)c1ccccc1C2=O)c1nn[nH]n1,87,x,104,88,101,101,89,96,96
COc1ccc(-c2cnnn2-c2nonc2-n2cccc2)cc1,8.3*,50,7.5*,-4.7*,8.3*,-43*,24,21,6.9*
Cc1cc2ccccc2oc1=O,98,104,96,81,91,114,104,97,105
COc1cc(-c2nc3ccccc3[nH]2)cc(CN2CCCCC2)c1O,88,x,97,92,97,115,91,93,94
C#CCOc1ccc(C(Nc2cc(C)cc(C)c2)c2nnnn2C2CCCCC2)cc1OC (stereo not drawn),75,81,91,81,82,105,94,83,87
Cc1ccc(-n2nc(C#N)c(N3CCOCC3)n2)cc1,100,102,104,87,96,113,93,97,107
Cc1cc(NS(=O)(=O)c2ccc(Nc3nc(/C=C/c4ccc(O)cc4)nc4ccccc34)cc2)no1,100,102,103,89,103,108,96,100,95
CC(C)OC(=O)Nc1cc(F)c(F)cc1F,110,96,104,98,99,113,98,98,102
N#Cc1c(NCc2ccc(Br)cc2)sc2c1CCCC2,95,98,102,92,100,112,x,100,99
CC(C)C1C(C(=O)c2ccccc2O)=CNc2cc(-c3ccccc3)nn21 (stereo not drawn),82,91,95,59,78,93,79,76,82
O=C(/C=C/c1ccccc1)OCCc1ccccc1,103,99,103,98,93,96,92,102,102
CN(C)c1ccc(-c2c(C#N)c(N)n3nc(N)c(C#N)c3c2C#N)cc1,99,82,70,83,84,75,86,82,90
Fc1cccc(CNc2c3ccccc3nc3ccccc23)c1F,18,63,48,54,29,41,73,39,49
COc1ccc(/C=C/C(=O)c2ccc(NC(=O)CSc3nnc(-c4ccc5nc(-c6ccc(OC)c(OC)c6)[nH]c5c4)o3)cc2)cc1,96,99,108,86,110,121,98,98,116
CCOC(=O)/C(=C\OC(=O)c1ccccc1)NC(=O)Cc1ccccc1,98,110,99,x,102,108,109,115,97
CCC(=O)N(Cc1ccc(F)cc1)NS(=O)(=O)c1ccccc1,104,93,114,91,103,108,101,101,110

# Limited to HCT-15, for 5 of the compounds above:
SMILES | HCT-15
CC(C)C1C(C(=O)c2ccccc2O)=CNc2cc(-c3ccccc3)nn21 (stereo not drawn) | 76
O=C(/C=C/c1ccccc1)OCCc1ccccc1 | 102
CN(C)c1ccc(-c2c(C#N)c(N)n3nc(N)c(C#N)c3c2C#N)cc1 | 82
Fc1cccc(CNc2c3ccccc3nc3ccccc23)c1F | 39
COc1ccc(/C=C/C(=O)c2ccc(NC(=O)CSc3nnc(-c4ccc5nc(-c6ccc(OC)c(OC)c6)[nH]c5c4)o3)cc2)cc1 | 98

# Back to the main list, starting 2 compounds before the break.
compound,HCT-116,NCI-H322M,NCI-H460,NCI-H522,HT29,COLO 205,NCI-H226,HCT-15,NCI/ADR-RES
CCOC(=O)/C(=C\OC(=O)c1ccccc1)NC(=O)Cc1ccccc1,98,110,99,x,102,108,109,115,97
CCC(=O)N(Cc1ccc(F)cc1)NS(=O)(=O)c1ccccc1,104,93,114,91,103,108,101,101,110
Cc1n[nH]c(=O)n(/N=C/c2cccs2)c1=O,118,102,108,91,95,109,94,95,111
Cc1ccc(-c2csc(NC(=O)CSc3nc(N)cc(=O)[nH]3)n2)cc1,102,95,104,80,98,107,102,96,96
Cc1cc(C)nc(SCC(=O)Nc2cccc(N=Cc3ccccc3O)c2)n1,97,101,101,87,101,105,94,105,100
CCn1cc(C(=O)O)c(=O)c2cc(F)c(N3CCN(C(=O)C(C)Br)CC3)cc21 (stereo not drawn),68,96,98,82,109,100,101,101,101
COc1ccc2c(c1)nc(N)c1c3cc(OC)c(OC)cc3cn21,28,85,20,-8.0*,9.3*,x,78,30,34
Cc1ccc(C2=C/C(=C/c3ccc(Cl)cc3)C(=O)N2CCc2ccc(S(N)(=O)=O)cc2)cc1,62,105,101,82,92,105,91,102,88
Cc1cc(C2(c3cc(C)c(O)c(Br)c3)OS(=O)(=O)c3ccccc32)cc(Br)c1O,70,108,120,90,116,110,80,101,103
CC(=O)COc1ccccc1[N+](=O)[O-],101,100,106,103,104,117,108,103,106
O=C1c2cccnc2C(=O)c2c1c(C(=O)OCCc1ccccn1)c1ccccn21,-48*,-53*,-71*,-50*,-75*,-62*,-50*,-76*,-26*
CCn1c(Sc2nnc(/N=C3\NC(=O)/C(=C/c4ccc(Cl)cc4)S3)s2)nc2c1c(=O)n(C)c(=O)n2C,101,95,100,93,102,105,88,101,96
CNc1ccc(-c2nc3sccn3c2-c2ccnc(SC)n2)cc1,100,99,112,100,114,108,91,117,101
c1ccc(N/N=C(\C(=N\Nc2ccccc2)c2ccccc2)c2ccccc2)cc1,70,94,88,77,86,71,82,89,87
Cc1c(-c2ccc3c(c2)OCCO3)cccc1-c1nnc([C@H](N)CO)o1,107,94,104,98,104,101,99,99,100
O=c1[nH]c(-c2ccc(O)cc2)nc2n[nH]c(Nc3ccccc3)c12,40,66,30,55,82,61,83,44,65
[C-]#[N+]c1c(-c2ccc(OC)c(OC)c2)cc(-c2ccc(N)cc2)nc1N,95,97,103,86,102,107,103,100,103
CCCCCCNC(=O)Oc1ccc(/C(=C(\C)c2ccc(Cl)cc2)c2ccc(OCCN(C)C)cc2)cc1,19,78,6.5*,84,6.0*,12,101,7.6*,63
COC(=O)[C@@H]1CSCN1C(=O)C1=C(C)NC(=S)NC1c1cccc(O)c1 (stereo partly drawn),100,82,112,102,106,133,84,101,84
O=C(CCC(=O)Nc1nccs1)Nc1ccc(S(=O)(=O)N2CCOCC2)cc1,85,89,112,93,96,104,94,102,95
NS(=O)(=O)c1ccc(C(=O)N=Nc2c(O)n(Cc3ccc(F)cc3)c3ccccc23)cc1,106,101,98,93,122,120,97,101,100
Cc1cc2c(c(Br)c1O)Oc1c(cc(C)c(O)c1Br)C21OC(=O)c2ccccc21,97,110,106,93,107,106,92,105,96
CC(C)=CC(=O)N[C@H]1CC[C@]2(C)C3CC[C@]4(C)C(C(C)N(C)C)=CCC4C3CCC2[C@H]1O (stereo partly drawn),2.3*,57,19,89,2.0*,-15*,100,-36*,72
[2H]c1c([2H])c(C2([2H])CCCNC2[2H])c([2H])c([2H])c1-n1cc2cccc(C(N)=O)c2n1 (stereo not drawn),70,86,79,93,76,77,92,83,91
CCOC(=O)C1=NN(c2ccccc2)C(=O)/C1=C\N1C(=O)/C(=C/c2cccc(O)c2)SC1=S,89,99,103,82,111,114,103,109,99
COC(=O)[C@H](Cc1ccccc1)NC(=O)C1(C)CCC[C@]2(C)[C@H]3C[C@H]4C(C(C)C)=C[C@]3(CC[C@@H]12)[C@@H]1C(=O)OC(=O)[C@@H]14 (stereo partly drawn),86,92,98,90,95,97,x,84,91
Cc1cn(C2CCCO2)c(=O)nc1N (stereo not drawn),112,125,112,124,x,119,105,111,120
CC1(C)NC2=C(C(Nc3cccnc3)N1)C(c1ccc([N+](=O)[O-])cc1)C(C(=O)c1ccc(N=[N+]=[N-])cc1)O2 (stereo not drawn),104,100,95,97,113,109,105,104,109
C1CN(CC2CO2)CCO1 (stereo not drawn),90,104,104,89,89,106,102,104,100
O=c1c2cccc3c(Nc4ccc(F)cc4)ccc(c32)c2nc3ccccc3n12,94,68,78,82,93,84,93,71,91
COc1ccc(-c2nc3ccccn3c2-c2nc3ccc(F)cc3[nH]2)cc1,79,101,92,87,79,105,92,94,97
O=c1c(-c2ccccc2)c(O)n(-c2ccccc2)c(=S)n1-c1ccccc1,112,107,108,99,122,110,x,117,105

# Later entries:
compound,HCT-116,NCI-H322M,NCI-H460,NCI-H522,HT29,COLO 205,NCI-H226,HCT-15,NCI/ADR-RES
COc1ccc(-c2cc(-c3cccnc3)nc3sc4c(=O)[nH]nnc4c23)cc1OC,95,98,96,87,106,96,93,104,105
CS(=O)(=O)c1ccc(-n2nc(C(=O)OCc3ccc(Br)cc3)cc2-c2ccccc2)cc1,83,98,102,64,93,127,90,77,83
COc1ccc(-c2nc3cc(C(=O)NCc4ccccc4)ccc3n2C2CCCCC2)cc1,83,81,72,77,28,65,102,10,89
COc1ccc(-c2cc(/C=C/C(=O)c3ccc(N)cc3)[nH]n2)cc1OC,17,38,3.2*,25,23,27,82,26,79
CCOC(=O)c1cnc2c(-c3ccc(Br)cc3)cnn2c1,91,92,103,95,102,117,88,100,102
Cc1cc(C(=O)Nc2ccccc2C(F)(F)F)c(C)o1,87,106,102,90,102,110,99,103,106
Cc1ccc(C(=O)C2CC2)cc1C,96,100,111,101,104,102,107,104,107
O=C(O)c1cc(-n2c(O)c(C=C3N=c4ccccc4=N3)sc2=S)ccc1O,96,97,101,97,114,107,99,111,107
CCOC(=O)c1ccc2c(c1)ncn2-c1ccc(N)cc1,113,101,105,97,108,121,108,100,104
Cc1ccc(-n2c[n+]([O-])c(-c3ccccc3)c2-c2ccccc2)cc1,78,91,98,99,78,94,x,89,106
O=C(O)c1ccc(-n2cc(/C=N/Nc3ccc(Br)cc3)c(-c3cc4ccccc4oc3=O)n2)cc1,83,89,103,63,101,100,97,71,99
c1ccc2cc(OCCOCCOc3ccc4ccccc4c3)ccc2c1,98,81,106,80,106,108,98,101,109
COc1ccc(NC(=O)c2sc3nc(C)c(C(C)O)cc3c2N)cc1 (stereo not drawn),92,100,97,92,80,64,95,92,106
Cc1cc(O)c(C2=NN(c3ccc(S(N)(=O)=O)cc3)C(c3ccc(Cl)cc3)C2)c(C)c1Cl (stereo not drawn),55,75,3.4*,58,55,31,106,65,80
O=C(O)c1cc(=O)cc(C(=O)O)o1,93,94,103,118,112,110,97,98,101
O=S(=O)(O)c1ccc(N=NN2CN(N=Nc3ccc(S(=O)(=O)O)cc3)C3CCCCCC2N3N=Nc2ccc(S(=O)(=O)O)cc2)cc1,109,126,102,89,x,91,101,114,111
CC(C)CN(CC(C)C)C(=O)c1ccc([N+](=O)[O-])cc1,93,98,99,96,98,106,95,101,103
Cc1ccc(NC(=O)c2nc(S(C)=O)oc2-c2ccc(F)cc2)cc1Nc1ccc2ncn(C)c(=O)c2c1 (stereo not drawn),82,113,104,65,79,101,91,97,110
Nc1ccn(CCOc2nc(Oc3ccccc3C(=O)O)cc(-c3ccco3)n2)c(=O)n1,89,103,99,88,93,100,99,102,97
CCCCCCN1COCC(COc2ccc(Cl)cc2)OC1 (stereo not drawn),102,105,110,104,110,113,97,103,104
Clc1cccc(-c2cc(-c3ccccc3)[nH]n2)c1,65,79,94,73,93,93,66,92,85
O=C(Nc1cccc2c1C(=O)c1cccc(Nc3cccc4c3C(=O)c3cccc(NC(=O)c5ccccc5)c3C4=O)c1C2=O)c1ccccc1,109,112,113,112,124,117,102,110,105
CN(C)Cc1cc(Cc2ccccc2)cc(C2CCCCC2)c1O,93,95,98,87,104,99,78,98,91
COc1ccc(OC/C=C\Cl)cc1,109,146,105,x,106,111,107,99,109

# Entries from the list above with a furan ring, fused or not (2):
compound,HCT-116,NCI-H322M,NCI-H460,NCI-H522,HT29,COLO 205,NCI-H226,HCT-15,NCI/ADR-RES
Cc1cc(C(=O)Nc2ccccc2C(F)(F)F)c(C)o1,87,106,102,90,102,110,99,103,106
Nc1ccn(CCOc2nc(Oc3ccccc3C(=O)O)cc(-c3ccco3)n2)c(=O)n1,89,103,99,88,93,100,99,102,97
